Bioassay records (PubChem)
GRK2 inh: blocks RNA aptamer binding to human GRK2. bead flow cytometry, FAM-aptamer displacement from GRK2. inhibition of aptamer binding, % at 10 µM. 330,000 compounds, 0.59% hits. AID 488847;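 active = inhibition of aptamer binding above 40%, roughly 3 SD of noise, on plates passing a quality check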;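 note: median bead fluorescence of bound FAM aptamer so fluorescent compounds give negative values; no value below 0 was filed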
JMJD2C inh: human JMJD2C demethylase inhibition; Q9H3R0; GST-JMJD2C(1-420) H3K9me3 demethylation, DELFIA europium; inhibition, % at 2.35 µM; 330,000 compounds, 0.069% hits;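 active = more than half of a compound's replicate wells show inhibition beyond 50%, single wells judged on their own value; inconclusive = some, but no more than half, of replicates pass 50% inhibition; inactive = no replicate passes 50% inhibition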;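 note: signal counts dimethyl H3K9 product captured on neutravidin plate; 0% = median of DMSO wells and 100% = 0.3 times that DMSO median; strong numbers were not always called active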
Target sequence (Q9H3R0 1-420 limits assumed): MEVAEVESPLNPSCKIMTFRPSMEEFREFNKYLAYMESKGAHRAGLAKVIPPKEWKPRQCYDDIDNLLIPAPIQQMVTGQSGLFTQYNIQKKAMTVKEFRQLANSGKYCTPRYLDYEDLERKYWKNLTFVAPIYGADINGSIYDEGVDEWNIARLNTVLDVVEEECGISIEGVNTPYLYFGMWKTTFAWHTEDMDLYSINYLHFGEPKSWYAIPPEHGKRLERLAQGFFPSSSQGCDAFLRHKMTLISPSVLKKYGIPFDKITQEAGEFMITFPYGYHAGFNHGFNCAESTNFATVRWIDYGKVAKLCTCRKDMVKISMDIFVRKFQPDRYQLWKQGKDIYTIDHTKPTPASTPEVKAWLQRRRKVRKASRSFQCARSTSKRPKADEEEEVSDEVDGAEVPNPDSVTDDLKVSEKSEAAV
AGP1 TOR yeast: yeast TOR pathway AGP1-GFP modulation | S. cerevisiae AGP1-GFP multiplex flow cytometry, 3 h; GFP as percent of DMSO wells | GFP response vs DMSO, % at 10 µM | 320,000 compounds, 0.02% hits | AID 2066;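 active = GFP response relative to DMSO above a set limit, near screen average plus 3 SD, cut at about 150% in these data; inconclusive = fewer than 70 cells counted for the yeast strain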;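 note: median GFP channel fluorescence of the gated AGP1 strain per well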
CIT2-GFP yeast: alters CIT2-GFP fluorescence in TOR pathway yeast screen. GFP response vs DMSO, % at 10 µM. AID 2029. S. cerevisiae CIT2-GFP strain, flow cytometry, 3 h; 100 means same as DMSO wells. 320,000 compounds, 0.065% hits;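 active = GFP response relative to DMSO above a set limit, near the screen mean plus 3 SD, cut at about 150% in these data; inconclusive = Fewer than 70 cells measured for a yeast strain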;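 note: ratio of well median GFP fluorescence to mean of DMSO wells on the plate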
VLA-4 inh: inhibition in a human VLA-4 binding assay. AID 2557. VLA-4 expressing cells, ligand binding flow cytometry. inhibition, % (about 7 µM as worked out from the volumes in the protocol). 330,000 compounds, 0.2% hits. P13612; in the data active = inhibition above about 50%
MEP2 TOR yeast: modulators of TOR pathway MEP2-GFP in S. cerevisiae; S. cerevisiae MEP2-GFP strain, flow cytometry GFP, 3 h; 100% = DMSO control level; GFP response vs DMSO, % at 10 µM; 330,000 compounds, 0.51% hits; AID 2016;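 active = GFP response versus DMSO above a set limit, roughly screen mean plus 3 SD, cut at about 180% in these data; inconclusive = fewer than 70 cells counted for a yeast strain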;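 note: median GFP fluorescence of the barcode-gated MEP2-GFP cells per well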
LAP4-GFP MLPCN: yeast TOR pathway LAP4-GFP modulation | S. cerevisiae LAP4-GFP multiplex, flow cytometry GFP, 3 h; median GFP as percent of DMSO wells | GFP response vs DMSO, % at 10 µM | 320,000 compounds, 0.34% hits;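 active = GFP response vs DMSO above a set limit, about the screen mean plus 3 SD, cut at about 150% in these data; inconclusive = under 70 cell events counted for the yeast strain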
RPL19A TOR yeast: alters RPL19A-GFP fluorescence in TOR pathway yeast screen; 330,000 compounds, 0.3% hits; percent response vs DMSO, % at 10 µM; S. cerevisiae RPL19A-GFP strain, flow cytometry, 3 h; hits give low values;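 active = percent response vs DMSO below 50%; inconclusive = fewer than 70 events counted for the yeast strain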;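 note: median channel GFP fluorescence of the barcoded RPL19A-GFP strain; ratio of sample median GFP to plate DMSO average so 100% = DMSO; lower means less RPL19A-GFP as with rapamycin TOR inhibition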
An asterisk follows results filed as active; u = inconclusive; x = not tested or not shown; & = joins results of further samples.

SMILES	GRK2 inh	JMJD2C inh	AGP1 TOR yeast	CIT2-GFP yeast	VLA-4 inh	MEP2 TOR yeast	LAP4-GFP MLPCN	RPL19A TOR yeast
Cc1[nH]c(=O)[nH]c(=O)c1N1CCOCC1	2.0	-0.7	104.8	99.8	5.3	101.2	101.7	104.4
CCn1cc(C(=O)N2CCc3ccccc32)c(=O)c2cc(S(=O)(=O)N(C)C3CCCCC3)ccc21	0.0	2.0	103.1	102.5	11.6	105.0	100.2	105.0
COc1ccc(NC(C)C(=O)Nc2cccc(S(=O)(=O)N3CCOCC3)c2)cc1OC (stereo unspecified)	0.0	-0.8	93.8	95.4	-5.0	98.0	91.5	98.0
CC(NC(=O)CSc1nnc2n1CCCCC2)c1ccccc1Cl (stereo unspecified)	0.0	0.9	97.6	98.4	8.4	94.9	102.8	94.6
Cc1ccc(C2NC(=O)c3c(sc(C)c3C)N2)c(O)c1 (stereo unspecified)	2.0	2.3	96.9	91.0	-2.8	94.2	91.5	95.3
O=C(c1ccc(-n2ccnc2)cc1)N1CCCC(CO)(Cc2cccc(Cl)c2)C1 (stereo unspecified)	8.0	-2.1	115.2	113.8	15.3	117.5	103.4	117.0
CN1C(=O)C(CC(=O)Nc2ccc(Cl)cc2)N(Cc2ccco2)C1=S (stereo unspecified)	1.0	3.0	94.4	94.8	46.0	99.5	86.8	100.4
O=C(O)C1CCN(C(=O)CSc2nc3ccccc3c(=O)n2Cc2ccccc2)CC1	1.0	-16.1	106.2	108.6	2.7	112.5	122.0	105.8
COc1ccc([N+](=O)[O-])cc1NC(=O)c1cc(C)c(C)o1	1.0	-0.2	96.9	108.3	4.6	110.0	105.2	103.5
CCOC(=O)c1ccc(N2C(=O)c3n[nH]c(C)c3C2c2ccc(OC)cc2OC)cc1 (stereo unspecified)	0.0	-8.9&0.4	33.4	103.2	0.7	130.4	95.0	79.0
Cc1cc(Cl)ccc1OCc1nc(-c2ccc(O)cc2)n[nH]1	3.0	4.7	94.2	91.0	24.0	95.5	93.6	94.9
c1ccc(-c2csc3nnc(SCc4ccc5c(c4)OCCO5)n23)cc1	1.0	-0.1&-1.8	101.0	82.6	5.4	115.0	102.1	103.4

Brought forward from above: two entries; new compounds follow.
SMILES	GRK2 inh	JMJD2C inh	AGP1 TOR yeast	CIT2-GFP yeast	VLA-4 inh	MEP2 TOR yeast	LAP4-GFP MLPCN	RPL19A TOR yeast
Cc1cc(Cl)ccc1OCc1nc(-c2ccc(O)cc2)n[nH]1	3.0	4.7	94.2	91.0	24.0	95.5	93.6	94.9
c1ccc(-c2csc3nnc(SCc4ccc5c(c4)OCCO5)n23)cc1	1.0	-0.1&-1.8	101.0	82.6	5.4	115.0	102.1	103.4
O=c1nc(NC2CCCC2)ccn1Cc1cccc(Br)c1	0.0	1.0	89.6	91.3	13.8	91.6	97.8	88.2
Cc1ccc(-c2nnn(CC(=O)N(CC3CCCO3)C(C(=O)NCC3CCCO3)c3ccc(F)cc3)n2)o1 (stereo unspecified)	0.0	-1.5	97.2	95.6	-0.5	92.3	103.2	95.4
Cc1ccc(OCCN(C)C(=O)CC2C(=O)NCCN2CC(C)(C)C)cc1 (stereo unspecified)	0.0	-25.0	101.1	100.2	9.8	102.5	107.7	96.5
CC1(C)Cc2c(sc3c2C(=O)N(c2ccccc2)C2=NCCN23)CS1	1.0	3.8	99.3	97.5	1.6	100.3	110.2	97.1
CCOC(=O)c1csc(NC(=O)c2ccc3c(c2)OCCO3)n1	1.0	-11.8	95.3	97.2	15.2	110.4	112.4	104.9
COc1cc(NC(=O)C(C)N2CCN(C(=O)C3CC3)CC2)cc(OC)c1 (stereo unspecified)	1.0	18.0	98.0	92.3	-1.4	101.3	105.2	98.3
Cn1c(=O)oc2cc(S(=O)(=O)NCCC(=O)N3CCc4ccccc43)ccc21	0.0	1.2	98.1	91.7	11.2	98.6	102.0	98.0
CS(=O)(=O)Nc1nnc(Cc2ccccc2)s1	0.0	-4.5	104.2	104.0	1.7	99.9	106.7	101.5
COC(=O)c1ccc2nc(C)cc(Nc3ccccc3C)c2c1	2.0	2.0	98.2	96.8	37.6	97.3	110.7	100.3
CC(=O)C1=C(O)C(=O)N(c2cc(C(C)(C)C)on2)C1c1ccc(Br)cc1 (stereo unspecified)	0.0	-5.4	91.0	88.9	1.6	92.7	94.5	93.2
CC(=O)NCCc1ccc(S(=O)(=O)N2CCOCC2)cc1	1.0	4.3	u	u	3.2	u	u	u
COc1ccccc1N1CCN(S(=O)(=O)c2cccc(F)c2)CC1	0.0	0.6	105.3	100.0	10.8	105.9	116.6	105.6

Reformatted: entries from further up
SMILES: CN1C(=O)C(CC(=O)Nc2ccc(Cl)cc2)N(Cc2ccco2)C1=S (stereo unspecified)
  GRK2 inh: 1.0 | JMJD2C inh: 3.0 | AGP1 TOR yeast: 94.4 | CIT2-GFP yeast: 94.8 | VLA-4 inh: 46.0 | MEP2 TOR yeast: 99.5 | LAP4-GFP MLPCN: 86.8 | RPL19A TOR yeast: 100.4
SMILES: Cc1ccc(C2NC(=O)c3c(sc(C)c3C)N2)c(O)c1 (stereo unspecified)
  GRK2 inh: 2.0 | JMJD2C inh: 2.3 | AGP1 TOR yeast: 96.9 | CIT2-GFP yeast: 91.0 | VLA-4 inh: -2.8 | MEP2 TOR yeast: 94.2 | LAP4-GFP MLPCN: 91.5 | RPL19A TOR yeast: 95.3
SMILES: CCn1cc(C(=O)N2CCc3ccccc32)c(=O)c2cc(S(=O)(=O)N(C)C3CCCCC3)ccc21
  GRK2 inh: 0.0 | JMJD2C inh: 2.0 | AGP1 TOR yeast: 103.1 | CIT2-GFP yeast: 102.5 | VLA-4 inh: 11.6 | MEP2 TOR yeast: 105.0 | LAP4-GFP MLPCN: 100.2 | RPL19A TOR yeast: 105.0
SMILES: CCOC(=O)c1csc(NC(=O)c2ccc3c(c2)OCCO3)n1
  GRK2 inh: 1.0 | JMJD2C inh: -11.8 | AGP1 TOR yeast: 95.3 | CIT2-GFP yeast: 97.2 | VLA-4 inh: 15.2 | MEP2 TOR yeast: 110.4 | LAP4-GFP MLPCN: 112.4 | RPL19A TOR yeast: 104.9

Additional records
SMILES	GRK2 inh	JMJD2C inh	AGP1 TOR yeast	CIT2-GFP yeast	VLA-4 inh	MEP2 TOR yeast	LAP4-GFP MLPCN	RPL19A TOR yeast
Cc1cccc(N2C(=O)CC(Sc3nnc(C)s3)C2=O)c1 (stereo unspecified)	2.0	3.1	96.7	94.3	12.2	94.1	102.6	93.8
O=C(NN1CCOCC1)c1ccc(Cl)s1	1.0	-5.9	108.3	104.3	20.6	103.5	104.1	100.6
COc1ccc(C(=O)NNc2cc(C)nc(NNC(=O)c3ccc(OC)cc3)n2)cc1	0.0	-24.1	104.3	110.9	11.4	101.1	108.8	96.2
O=C(COC(=O)c1ccc([N+](=O)[O-])o1)NCc1ccc(F)cc1	2.0	5.7	93.6	87.7	-0.5	97.8	95.3	98.5
COCCNC(=O)c1cc2c(=O)[nH]c3ccccc3c2s1	0.0	-0.9	96.7	101.5	-3.1	100.8	91.4	105.5
O=C(C[C@@H]1C/C=C\C[C@@H](Cc2ccc(F)cc2)C(=O)OC[C@@H](Cc2c[nH]c3ccccc23)NC1=O)NCCO	2.0	6.1	105.5	94.6	13.1	96.7	104.5	99.8
COc1cc(CNCc2ccccn2)ccc1OCc1ccccc1Cl	0.0	-26.8	103.1	105.2	11.8	106.9	104.9	104.4
O=C(Nc1cc(-c2nc3ncccc3o2)ccc1Cl)c1cccs1	0.0	5.2	93.3	93.7	1.7	89.7	109.1	102.7
C/C(=N\S(=O)(=O)c1ccc(C)cc1)N1CCN(S(=O)(=O)c2ccccc2)C1C(C)C (stereo unspecified)	1.0	-18.0	105.7	95.4	13.5	110.7	101.7	107.9
Cc1ccc(C(=O)COc2ccc3ccc(=O)oc3c2)cc1	1.0	-4.0	99.7	87.7	2.7	95.0	113.9	99.1
CCCSCCCNC(=O)c1ccccc1NC(=O)C1=CSCCO1	1.0	2.3	118.8	104.5	5.1	106.7	121.0	104.7
Cc1ccc(C(=O)N(CC(C)C)c2nc3ccccc3s2)o1	0.0	0.9	104.5	104.2	3.7	106.1	99.4	102.6
CSc1nc2ccc(N3C(=O)C4CCCCC4C3=O)cc2s1 (stereo unspecified)	0.0	83.1	92.1	98.8	6.8	99.5	101.0	100.2
CC(=O)N1CCc2cc(S(=O)(=O)CCC(=O)Nc3cccc(F)c3)ccc21	1.0	-6.7	106.4	106.3	14.5	111.9	105.5	96.2
Cc1nc(SCC(=O)Nc2ccccc2C(F)(F)F)c2c(=O)n(C)c(=O)n(C)c2n1	0.0	x	100.3	105.7	-13.6	98.4	100.3	98.7
OCCc1c[nH]c2ccc(C(F)(F)F)cc12	0.0	2.0	102.8	97.1	6.5	102.0	94.8	98.8
Cc1ccccc1-n1nc2c(c1NC(=O)/C=C\c1ccc3c(c1)OCO3)CSC2	3.0	5.0	97.5	99.4	-17.4	103.2	89.9	97.6
O=C(COC(=O)C12CC3CC(CC(O)(C3)C1)C2)NCCc1ccc(Cl)cc1	0.0	6.2	102.0	87.9	3.5	106.6	95.7	107.3
COc1ccc(/C=N/NC(=O)CN(c2ccc(OC)cc2)S(=O)(=O)c2ccccc2)cc1	9.0	6.6	95.9	97.3	11.6	97.7	93.6	98.7
CCC1(Cc2ccccc2)NC(=O)c2ccccc2O1 (stereo unspecified)	0.0	1.6	97.7	91.4	-7.6	94.8	100.7	91.8
NNC(=O)c1ccc(CSc2cccc3cccnc23)cc1	0.0	-22.2	101.6	95.9	5.5	108.7	113.6	103.1
NS(=O)(=O)c1ccc(CCNC2CC(=O)N(Cc3ccccc3)C2=O)cc1 (stereo unspecified)	8.0	-15.6	98.9	100.3	9.9	99.8	95.1	96.0
Cc1csc(SCCn2c(N3CCCC3)nc3c2c(=O)[nH]c(=O)n3C)n1	8.0	-8.2	110.2	106.5	2.5	109.1	97.2	103.2
COc1cccc(CNC(=O)CN(C)S(=O)(=O)c2ccc3c(c2)n(C)c(=O)c(=O)n3C)c1	0.0	-2.5	79.3	104.3	19.9	94.9	85.7	90.6
CCCOC(=O)C1=C(C)NC2=C(C(=O)CCC2)C1c1ccc(N(C)C)cc1 (stereo unspecified)	3.0	-2.0	117.1	108.4	23.2	106.7	110.4	110.7
CN(C)c1ncnc2c1NC1=C(S2)C(=NCCCC(=O)O)CC(C)(C)C1	1.0	-2.9	103.5	97.6	13.8	104.7	105.4	99.7
CCN(CC)S(=O)(=O)c1cccc(NC(=O)C2SC(=Nc3ccc(C)cc3C)C(C(=O)NC(C)COC)=C2N)c1 (stereo unspecified)	0.0	-0.6	93.3	90.7	-41.0	94.4	92.5	97.4
Cc1ccc(S(=O)(=O)n2ccc(=O)[nH]2)cc1	0.0	-0.9	81.4	72.0	5.6	95.5	124.6	95.7
O=C(CSCc1c(Cl)cccc1Cl)NN=C1CCCC1	7.0	-7.9	100.7	95.6	5.0	92.0	98.6	98.8
